# Screens: PubChem, several laboratories
# STK33 inh: inhibitors of purified STK33 kinase, primary screen, biochemical, ADP-Glo luminescence, homogeneous, cell-free | Serine/threonine-protein kinase 33 (Homo sapiens), Q9BYT3 | MBP phosphorylation | inhibition, % at 10 µM | 0.073% of 320,000 active;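 active means inhibition at or above 25%, using the most active replicate where run in duplicate; inactive means inhibition below 25%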
# Target sequence (Q9BYT3 whole entry, looked up): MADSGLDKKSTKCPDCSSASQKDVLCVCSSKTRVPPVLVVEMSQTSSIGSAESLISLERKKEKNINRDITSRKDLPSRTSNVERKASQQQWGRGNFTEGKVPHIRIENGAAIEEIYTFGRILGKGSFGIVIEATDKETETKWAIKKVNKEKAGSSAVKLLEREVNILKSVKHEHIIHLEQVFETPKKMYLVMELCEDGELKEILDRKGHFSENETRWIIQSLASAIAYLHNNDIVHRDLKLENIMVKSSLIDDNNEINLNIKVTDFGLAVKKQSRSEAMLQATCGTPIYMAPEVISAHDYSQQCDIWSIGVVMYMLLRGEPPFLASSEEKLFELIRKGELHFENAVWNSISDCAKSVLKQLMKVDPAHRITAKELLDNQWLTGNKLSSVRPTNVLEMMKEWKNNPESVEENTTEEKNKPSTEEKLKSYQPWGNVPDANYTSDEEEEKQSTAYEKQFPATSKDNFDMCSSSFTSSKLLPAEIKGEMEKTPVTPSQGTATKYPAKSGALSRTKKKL
# Kir21 block: inhibitors of mouse Kir2.1 inward-rectifier potassium channel. B-score at 10 µM. 0.85% of 310,000 active. Inward rectifier potassium channel 2 (Mus musculus), P35561. HEK293-Kir2.1, FluxOR thallium flux fluorescence; hits give low values;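 active means fluorescence ratio B-score at or below minus 3 SD of library scores, with starting-brightness B-score within 2 SD, cut at about -4.2 in these data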;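 further: channel flux triggered by added potassium and thallium sulfate stimulus; B-score of peak minus minimum fluorescence over baseline after thallium stimulus; more negative B-score means stronger Kir2.1 block with less thallium influx; some compounds called inactive have numbers as strong as hits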
# Target sequence (P35561 whole entry, looked up): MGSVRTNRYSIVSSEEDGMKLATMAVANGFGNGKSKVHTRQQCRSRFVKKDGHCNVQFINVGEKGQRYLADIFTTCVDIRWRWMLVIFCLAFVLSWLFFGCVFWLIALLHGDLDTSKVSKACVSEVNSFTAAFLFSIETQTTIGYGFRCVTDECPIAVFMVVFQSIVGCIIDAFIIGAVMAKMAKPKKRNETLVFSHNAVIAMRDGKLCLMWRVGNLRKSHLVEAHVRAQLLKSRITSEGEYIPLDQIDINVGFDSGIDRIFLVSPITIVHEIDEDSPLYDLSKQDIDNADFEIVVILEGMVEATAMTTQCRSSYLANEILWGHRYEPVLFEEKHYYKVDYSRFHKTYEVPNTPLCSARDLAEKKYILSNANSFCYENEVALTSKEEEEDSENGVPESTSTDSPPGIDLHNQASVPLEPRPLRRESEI
# Starred values were filed as active, the others as inactive; · = not tested or not shown. This is a random part of the collection (roughly 0.84% active in at least one column).
SMILES,STK33 inh,Kir21 block
COc1ccc(S(=O)(=O)Nc2ccc3c(c2)OCO3)cc1,-0.4,-0.11
CC(/C=C/c1ccc2c(c1)OCO2)=N/NC(=O)CNc1ccc(C)cc1,-0.2,1.46
O=C(c1ccccc1)n1ccn(-c2ccccc2)c1=S,2.0,0.19
COc1ccc(CC(=O)N2CCC(n3nccc3NC(=O)C3CCOC3)CC2)cc1 (stereo not given),-0.6,-0.32
CCOC(=O)c1c(/N=C/N(C)C)sc(/C=N/Nc2ccccc2)c1-c1ccccc1Cl,-0.7,-0.04
O=C(Cc1noc2ccccc12)NNC(=S)Nc1ccc(Cl)cc1,0.6,-0.71
COc1ccc(C2Nc3ccccc3C(=O)N2Cc2ccco2)cc1COc1ccc([N+](=O)[O-])cc1 (stereo not given),0.9,1.62
O=C1CC(=C2c3ccccc3-c3ccccc32)C(=O)N1CCN1CCN(c2cccc(Cl)c2)CC1,-1.7,2.03
COc1cc(/C=N\NC(=O)c2ccc(Cn3nc([N+](=O)[O-])c(Cl)c3C)o2)ccc1O,-0.4,0.77
CC1=NN(c2nc(C)cc(C)n2)C(=O)C1CCC(C)C (stereo not given),-1.0,0.12
Cc1cc(C)nc(N=Nc2c(O)n(Cc3ccc(Cl)cc3)c3ccccc23)n1,-4.9,0.12
COC(=O)C(Cc1ccc(O)cc1)NC(=O)C12CC3CC(CC(C3)C1)C2 (stereo not given),-0.6,1.07
CCOc1ccc2oc(C(=O)Nc3cc(C)ccn3)c(C)c2c1,-0.6,0.87
CCN(CC)C(=O)CSC1c2ccccc2C(=O)N1c1ccccc1 (stereo not given),-0.6,-0.81
COc1ccc(/C=N/NC(=O)c2cc(-c3ccc4c(c3)OCO4)n[nH]2)cc1OC,-1.1,-1.53
S=c1[nH]nc(COc2ccccc2)n1/N=C/c1ccncc1,0.1,-0.31
CCOc1cccc(C(=O)NC(=S)Nc2ccccc2)c1,-1.9,-1.47
Cc1ccccc1-n1nc2c(c1NC(=O)c1cc3ccccc3o1)CS(=O)(=O)C2,0.2,-0.7
CCOc1ccc(S(=O)(=O)Nc2cccc(C(=O)NCC(c3ccc(OC)cc3)N3CCOCC3)c2)cc1 (stereo not given),-1.1,0.31
O=C(Nc1ccc(Cl)cc1Cl)c1csc(-c2cccnc2)n1,-0.9,1.25
Cc1nnc(SCC(=O)Nc2ccc3c(c2)OCCO3)s1,-1.7,-0.03
COc1ccc(N2CCN(C(=O)C3CCN(C(=O)c4cccc(Cl)c4)CC3)CC2)cc1,-0.8,-1.17
O=C(NNC(=S)NC(=O)c1cccs1)c1ccc(O)cc1,1.2,-1.21
COc1ccc(-n2c(N)c(C(=O)NCc3ccco3)sc2=S)cc1,2.1,-0.9
CC(=O)Nc1cccc(OCc2cnc(Cl)s2)c1,-1.0,-0.04

# Next records.
SMILES,STK33 inh,Kir21 block
Fc1cccc(Cl)c1Cn1ncc2ccccc21,-1.5,0.05
CCCn1c2c(c(O)c(C(=O)Nc3nc(C)cs3)c1=O)CCCC2,·,-4.26
CN(CC(=O)NC1CCCc2ccccc21)S(=O)(=O)c1cccs1 (stereo not given),-1.0,-1.77
CSc1ncccc1C(=O)OCC(=O)N1CCc2ccccc21,0.3,·
Cc1ccc(C)c(SCC(=O)c2ccc[nH]2)c1,-1.7,-1.67
Cc1c(CCC(=O)N2CCC[C@H]2C(=O)O)c(=O)oc2cc3oc4c(c3cc12)CCCC4,0.1,-0.7
O=C(CC1C(=O)NCCN1C(=O)Nc1ccc(Cl)cc1)Nc1ccc(F)cc1 (stereo not given),-0.9,1.04
OCCC1CN(CCCn2cccn2)CCN1Cc1ccccc1 (stereo not given),-2.2,-0.38
COc1ccc(CN2CCNC(=O)C2CC(=O)NCc2cc(C)n(C)n2)c(F)c1 (stereo not given),0.5,-0.16
c1ccc(-c2ccc(CN3C[C@@H]4C(c5ccccc5)C5(c6cccnc6)CC4(C5)[C@H]3c3ccccc3)cc2)cc1 (stereo not given in full),-1.0,0.5
CCOC(=O)COc1c(-c2ccc(OC)cc2)oc2ccccc2c1=O,-2.4,0.1
Cc1cccc(NC(=O)NNC(=O)c2nn(C)cc2Br)c1,-1.4,-1
COc1ccc(C(=O)NC2CC3CCCC(C2)N3CC(C)C)cc1OC (stereo not given),-0.9,0.43
CC1=CSC2=NC(=O)/C(=C\c3cccn3-c3ccccc3)C(=N)N12,-0.6,-3.45
Cn1c(CNC(=O)c2ccccc2F)nnc1SCC(=O)N1CCN(c2ccccc2)CC1,-0.6,0.32
CN(C)S(=O)(=O)c1ccc(C(=O)N2CCOCC2)cc1,-0.9,0.11
Cc1ccc(Nc2nc(C(=O)N3CCC(C(=O)NCCN4CCOCC4)CC3)cs2)cc1,-0.5,-0.31
COc1ccc(C2N(C(=O)C(F)(F)F)C(C)CN2S(=O)(=O)c2ccc(C)cc2)cc1 (stereo not given),-0.9,-1.22
O=C(OCC(=O)N1CCc2ccccc21)c1cccnc1Cl,-2.1,-0.77
O=C1CCC/C(=N/NC(=O)c2cc(NS(=O)(=O)c3cccs3)cc(NS(=O)(=O)c3cccs3)c2)C1,0.3,-0.01
COc1ccc(-n2c(=S)[nH]c3cc(C(=O)N(C)Cc4ccccc4)ccc3c2=O)cc1,-0.5,-1.66
CCCCNC(=O)C1CC(=O)N(C2CCCCC2)C1 (stereo not given),-1.6,0.14
COc1ccccc1CNC(=O)C1COc2ccccc2O1 (stereo not given),-0.8,-0.38
CN1CCC(N(C)C(=O)c2cc(S(=O)(=O)N3CCOCC3)ccc2Cl)CC1,-0.4,·
Cc1cccc(C(=O)OC(C)CN2CCCC2)c1 (stereo not given),0.0,0.58

# (next part)
SMILES,STK33 inh,Kir21 block
O=C(COC(=O)CCc1nc2ccccc2s1)Nc1nc(-c2ccccc2)cs1,-1.2,1.56
Cc1noc(C)c1C(=O)N1CCC(C(=O)c2ccccc2)CC1,-0.4,-1.2
Cc1cccc(C)c1NC(=O)CS(=O)CC(=O)NC1CCCc2ccccc21 (stereo not given),-1.3,·
O=C(CSc1n[nH]c(-c2ccccc2)n1)NCc1cccc(C(=O)O)c1,-2.3,-0.75
O=C(CNC(=O)c1ccccc1Br)NCCSc1ccc(Br)cc1,0.5,-1.42
CC(C)=NNc1nc2c(c(=O)[nH]c(=O)n2C)n1CCc1ccccc1,0.6,-0.98
Cc1cc(C)c2cc(C(=O)Nc3ccc4c(c3)OCO4)[nH]c2c1,-1.3,0.2
COC(=O)Nc1nc(Sc2ncc(C(F)(F)F)cc2Cl)n[nH]1,-0.5,0.68
Cc1cc(C(=O)Nc2ccccc2C(=O)O)ccc1NC(=O)COc1cccc(C)c1C,-1.4,0.9
COc1ccc(-n2nc(C(=O)N3CCCCC3)c(C)c(C#N)c2=O)cc1,-0.3,0.25
O=[N+]([O-])C1=CC=C2C(=NC3(CCCCC3)N2O)C1=NCCO,1.6,0.19
COc1ccc(NC(=O)c2ccccc2NC(=O)c2ccco2)c(OC)c1,0.4,1.35
O=C(COC(=O)c1ccc(S(=O)(=O)N2CCOCC2)cc1)NC1CCCCCCC1,-0.5,-1.8
Cc1ccc(NC(=O)c2nnn(CC(=O)Nc3ccccc3)c2N)cc1C,0.4,0.37
O=S(=O)(c1ccccc1)N1CCCC1c1cccs1 (stereo not given),-1.9,-5.44*
CNC(CC(=O)c1ccc([N+](=O)[O-])cc1)C(Cl)(Cl)Cl (stereo not given),0.5,·
COc1cc(SC)ccc1C(=O)N1CCN(Cc2ccccc2)CC1,-3.0,0.78
NC1=NC2(CCCCC2)N(c2ccc(F)cc2F)C(N)=N1,-2.1,1.52
Cc1ccc2c(c1)c1c(n2CC(O)Cn2c(C)nc3ccccc32)/C(=N\O)CCC1 (stereo not given),-0.1,-0.04
O=C(NC(=O)c1cc(OCC(F)(F)F)ccc1OCC(F)(F)F)Nc1ccccc1,-0.1,-0.02
CCOc1ccc(CNCCN2CCCC2)cc1,-1.1,-2.02
Cc1cc(-c2ccccc2)nc2c(Br)c(=O)[nH]n12,-1.2,1.45
CC1(CC(=O)N/N=C/c2ccc(-c3ccc(Cl)cc3)o2)OCCO1,-0.7,0.1
CN(C)S(=O)(=O)N1CCN(C(=O)c2cccc(Br)c2)CC1,0.4,-1.9
Cc1cc(C)nc(N/C(=N\S(=O)(=O)Cc2ccccc2)Nc2cccc(Cl)c2C)n1,0.4,0.01

# Full records as entered above. Order of screens: STK33 inh	Kir21 block
# Shown for `Cc1cccc(C)c1NC(=O)CS(=O)CC(=O)NC1CCCc2ccccc21` (stereo not given) → -1.3	·
# Shown for `O=C(Nc1ccc(Cl)cc1Cl)c1csc(-c2cccnc2)n1` → -0.9	1.25
# Shown for `Cc1ccccc1-n1nc2c(c1NC(=O)c1cc3ccccc3o1)CS(=O)(=O)C2` → 0.2	-0.7
# Shown for `CCN(CC)C(=O)CSC1c2ccccc2C(=O)N1c1ccccc1` (stereo not given) → -0.6	-0.81
# Shown for `COC(=O)C(Cc1ccc(O)cc1)NC(=O)C12CC3CC(CC(C3)C1)C2` (stereo not given) → -0.6	1.07

# Continuation.
SMILES,STK33 inh,Kir21 block
O=C(C(=O)N1CCCCC1)c1c(-c2ccccc2)[nH]c2ccccc12,-1.3,-0.04
Cc1ccc(NC(=O)Cc2csc(-c3ccccc3)n2)cc1F,0.2,-0.01
O=C(CSc1nnc(CNC(=O)c2cccs2)o1)Nc1ccccc1F,0.3,0.7
OCCCNc1nc(-c2ccccc2)nc2c1oc1ccccc12,0.3,1.14
O=C(c1cccs1)C1CCCN(Cc2nc(Cc3ccccc3F)no2)C1 (stereo not given),-1.9,-1.22
COc1ccccc1OCC(=O)O/N=C(\N)c1ccccn1,-2.6,2.16
CCCn1c(SCC(=O)NCc2cccs2)nc2c1c(=O)n(C)c(=O)n2C,-1.0,1.46
Cc1cc2c(Nc3ccc(C(=O)O)cc3)ncnc2s1,-1.3,-1.68
COc1ccccc1-c1oc2ccccc2c1-c1ccc2c(c1)OCO2,-0.3,·
Cc1ccc(OCCC(=O)OCC(=O)NC(=O)NC2CCCC2)cc1,-1.2,-0.02
CCS(=O)(=O)N1Cc2ccccc2CC1C(=O)OCC(=O)Nc1ccc(SC(F)F)cc1 (stereo not given),0.1,-2.09
CCC(=O)Nc1ccc(NC(=O)CSc2nnnn2-c2ccc3c(c2)OCCO3)cc1,-0.3,0
Cc1cc(C)nc(NNS(=O)(=O)c2ccc(F)c(Cl)c2)n1,0.1,-1.82
Cc1ccccc1CN(c1ccc(C(=O)NCCC2=CCCCC2)cc1)S(C)(=O)=O,-1.9,-0.31
CCC(=O)Nc1ccc(-c2ccc(N3CCC(C)CC3)nn2)cc1,0.2,-0.41
O=C(NCCCc1ccccc1)c1c(O)nc2sccn2c1=O,-2.0,-0.95
COc1ccccc1S(=O)(=O)Nc1cc(S(=O)(=O)N2CCCCC2)ccc1N1CCOCC1,-0.5,0.48
CC(c1ccccc1)n1c(-c2cccs2)nc2c(c(=O)c3ccccc3n2C)c1=O (stereo not given),-0.1,-0.31
CCOC(=O)C1=C(C)NC(=O)NC1c1ccc(OCCO)c(OC)c1 (stereo not given),-1.9,0.5
CCOC(=O)NC(O)C(=O)c1cccs1 (stereo not given),-0.6,-0.29
O=C(NCc1cccs1)c1nc(-c2cccs2)no1,3.1,0.79
CCC(C)C(=O)Nc1nc2c(s1)C(=O)CC(C)(C)C2 (stereo not given),0.0,0.55
CCc1ccc(NC(=O)CN(c2cccc(C)c2)S(C)(=O)=O)cc1,-0.2,-0.01
O=C(c1cccc(N2CCCC2=O)c1)N1CCN(c2ccccc2)CC1,-1.5,-0.29
CC1CCN(C(=O)COC(=O)c2cc([N+](=O)[O-])ccc2N2CCOCC2)CC1,-0.6,0.35

# Other entries follow.
SMILES,STK33 inh,Kir21 block
CC(C)(C)c1ccc(S(=O)(=O)Nc2ccc(Cc3ccncc3)cc2)cc1,0.4,-0.89
CCOc1ccc2nc3c(cc2c1)CN(CCOC)C(=NCCOC)S3,4.5,-0.51
Cc1ccc(-c2nc3cc(NC(=O)C(C)C)ccc3o2)cc1C,0.2,1.57
COc1cccc(N2CC(C(=O)Nc3nnc(SCCN4CCOCC4)s3)CC2=O)c1 (stereo not given),1.9,-1.17
CCc1cccc(CC)c1NC(=O)CSc1nnc(C(C)C)n1CC,-1.1,-0.47
CCCCOC(=O)c1ccc(NC(=S)NC(=O)c2c(Cl)cnn2CC)cc1,-0.8,0.46
O=C(Nc1ccccc1)OCCNC(=O)c1cccc(Cl)c1,-1.2,0.15
Cc1[nH]c2ccccc2c1/C=C/c1nc2ccccc2c(=O)n1-c1ccc([N+](=O)[O-])cc1,-0.9,1.22
COc1ccc(S(=O)(=O)Nc2cccc(SC)c2)cc1C(=O)N1CCOCC1,-0.3,-0.92
O=C(NCCCn1ccnc1)c1nc(Cn2ccc([N+](=O)[O-])n2)no1,-0.9,-1.38
CCOC(=O)c1nnsc1N,-2.8,0.15
CC(C(=O)O/N=C(\N)c1cccnc1)c1ccc([N+](=O)[O-])cc1 (stereo not given),-1.1,1.75
CC(C)(C)[C@@H]1COC(=O)[C@H](Cc2ccc(F)cc2)C/C=C\C[C@@H](CC(=O)N(CCO)Cc2ccccc2)C(=O)N1,0.0,·
COc1ccccc1CC(NC(C)=O)C(=O)NC1CCN(C(=O)Nc2ccc(F)cc2)CC1 (stereo not given),-4.1,1.94

# Exported tab-delimited: part of the list above
SMILES	STK33 inh	Kir21 block
CCc1cccc(CC)c1NC(=O)CSc1nnc(C(C)C)n1CC	-1.1	-0.47
CCCCOC(=O)c1ccc(NC(=S)NC(=O)c2c(Cl)cnn2CC)cc1	-0.8	0.46
O=C(Nc1ccccc1)OCCNC(=O)c1cccc(Cl)c1	-1.2	0.15
Cc1[nH]c2ccccc2c1/C=C/c1nc2ccccc2c(=O)n1-c1ccc([N+](=O)[O-])cc1	-0.9	1.22
